RTF Ca sens inh: cardiac RTF calcium desensitization | inhibition, % at 7.15 µM | IANBD-labeled cardiac RTF, Ca2+ fluorescence | P19429+P45379 | 340,000 compounds, 0.12% hits | AID 493244;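 active = inhibition above the mean inhibition of all tested compounds plus 3 SD, cut at about 17% in these data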;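 also: assay run at fixed EC70 calcium of 1.6 mM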
HTR5A inv ag: counter-screen for OPRM1-OPRD1 inverse agonists: human HTR5A inverse agonism. HTR5A cell line, luminescence. inhibition, % at 9.3 µM. 340,000 compounds, 0.083% hits; in the data active = inhibition mostly above about 23%, no sharp cut-off; inactive = mostly below about 18%;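 also: 0% = cells with DMSO and 100% = no-cell wells with DMSO; some compounds called inactive have numbers as strong as hits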
HTR5A ag: counter-screen for OPRM1-OPRD1 agonists: human HTR5A agonism; P47898; activation, % at 9.3 µM; 340,000 compounds, 0.61% hits; HTR5A agonist assay, luminescence, cell-based; AID 504692; in the data active = activation mostly above about 9.5%, no sharp cut-off; inactive = mostly below about 7.6%;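 also: 0% = cells with vehicle only and 100% = reference agonist; strong numbers were not always called active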
MOR-DOR ag: agonists of human mu-delta opioid receptor heterodimerization; 340,000 compounds, 0.3% hits; P35372+P41143; activation, % at 9.3 µM; cells, OPRM1-OPRD1 heterodimerization, luminescence; in the data active = activation above about 18%;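 also: 0% = vehicle-treated cells and 100% = reference agonist; values of inactives mirror those of a sister screen read the other way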
V-ATPase pHluor: alters yeast V-ATPase proton transport. S. cerevisiae, pHLuorin cytosolic pH fluorescence. response, % at 10 µM. AID 504577. 350,000 compounds, 0.37% hits; in the data active = response mostly above about 7.3%, no sharp cut-off; inactive = mostly below about 5.4%; also: actives read high; inactives centre near 0; some compounds called inactive have numbers as strong as hits; reference of the scale not given here
LANA DNA inh: inhibitors of KSHV LANA C-terminal domain DNA binding; MBP-C-LANA/FAM-LBS DNA binding, fluorescence polarization; inhibition, % at 9 µM; 340,000 compounds, 0.078% hits; AID 504423;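 active = highest replicate inhibition at or above 60% at 9 µM, even if other replicates fall short; inactive = all replicates below 60% inhibition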;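 also: 0% = neutral control wells and 100% = 4 µM acridine orange control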
MOR-DOR inv ag: inverse agonist of human OPRM1-OPRD1 heterodimerization | P35372+P41143 | cell-based MOR-DOR heterodimer luminescence, inverse agonism | inhibition, % at 9.3 µM | 340,000 compounds, 0.21% hits | AID 504357; in the data active = inhibition above about 22%, passing the limit was not always enough;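 also: 0% = cells with DMSO and 100% = wells without cells with DMSO; values of inactives mirror those of a sister screen read the other way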
cardiac RTF act: increases calcium sensitivity of human cardiac regulated thin filaments | P19429+P45379 | IANBD-labeled TnC RTF fluorescence at EC20 calcium; 0% EC20 calcium, 100% full calcium | activation, % at 7.2 µM | 340,000 compounds, 0.24% hits | AID 493008;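 active = activation above the mean over all tested compounds plus 3 SD, cut at about 30% in these data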;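 also: rise in fluorescence read as greater calcium sensitivity of cardiac thin filaments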
CAL-PDZ inh HTS: CAL PDZ (human) peptide binding inhibition. Q9HD26. purified CAL PDZ, TMR-peptide fluorescence polarization, 1 h. inhibition, % at 24.9 µM. 300,000 compounds, 0.92% hits;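 active = mean inhibition of at least 30% with at least half of replicates also reaching 30%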;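 also: 0% = DMSO neutral control and 100% = excess unlabeled competitor peptide PRC23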
Keap1 Nrf2 FP: Keap1-Nrf2 (human) interaction inhibition; Q14145; Keap1 Kelch-Nrf2 peptide fluorescence polarization, 1536-well; inhibition, % at 9.4 µM; 340,000 compounds, 0.15% hits; AID 504523; in the data active = inhibition above about 12%;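 also: human Keap1 Kelch domain with fluorescein labeled Nrf2 9mer peptide probe; 0% = neutral control wells and 100% = peptide positive control; higher means more block of Keap1 binding to Nrf2 peptide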
Target sequence (Q14145 whole entry, looked up, the tested form may be a part): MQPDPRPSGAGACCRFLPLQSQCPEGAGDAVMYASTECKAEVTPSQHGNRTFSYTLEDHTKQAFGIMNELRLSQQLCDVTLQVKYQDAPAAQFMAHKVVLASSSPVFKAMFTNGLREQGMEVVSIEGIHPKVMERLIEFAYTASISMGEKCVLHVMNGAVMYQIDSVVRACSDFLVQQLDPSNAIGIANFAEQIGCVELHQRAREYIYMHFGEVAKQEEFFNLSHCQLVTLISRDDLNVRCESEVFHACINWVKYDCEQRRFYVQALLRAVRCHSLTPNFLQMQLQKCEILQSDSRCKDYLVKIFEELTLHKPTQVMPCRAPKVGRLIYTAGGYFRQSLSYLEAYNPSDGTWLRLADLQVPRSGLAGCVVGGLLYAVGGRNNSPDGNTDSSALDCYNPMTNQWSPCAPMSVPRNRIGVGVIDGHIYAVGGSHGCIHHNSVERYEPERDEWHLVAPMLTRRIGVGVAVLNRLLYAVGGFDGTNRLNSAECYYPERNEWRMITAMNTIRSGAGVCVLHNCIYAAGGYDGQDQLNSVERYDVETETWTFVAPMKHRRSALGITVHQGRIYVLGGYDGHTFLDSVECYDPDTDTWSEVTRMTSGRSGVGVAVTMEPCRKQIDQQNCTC
* marks the source's active call; other numbers are inactive results; . = not tested or not shown. The order is random (roughly 2.8% active in at least one column).

#	Structure	RTF Ca sens inh	HTR5A inv ag	HTR5A ag	MOR-DOR ag	V-ATPase pHluor
1	O=C(N/C(=C/c1cn(-c2ccccc2)nc1-c1ccccc1)C(=O)N1CCOCC1)c1ccc(Cl)cc1Cl	-5.6	6.7	-2.5	1.1	-0.6
2	CC(C)C(OC(=O)CN1C(=O)COc2ccccc21)C(=O)NC1CCCC1 (configuration not stated)	2.2	-28.2	-1.4	-0.6	-7.4
3	COc1ccc(C)cc1NC(=O)CN(C)S(=O)(=O)c1ccc2c(c1)CCCN2C(C)=O	-2.2	-12.0	-1.8	-0.8	2.8
4	O=C(c1cccc(Br)c1)N1CCN(C(=O)c2cccc(Br)c2)CC1	-8.9	10.9	8.4	-0.9	3.0
5	Cc1c(NC(=O)COC(=O)C23CC4CC(CC(O)(C4)C2)C3)c(=O)n(-c2ccccc2)n1C	-10.6	7.3	-2.7	-2.7	-3.0
6	NCCNC(=O)Cn1c(=O)c2c3c(sc2n(Cc2ccccc2)c1=O)CCCC3	-3.6	8.3	-2.3	-2.9	-3.4
7	COc1ccc(S(=O)(=O)NCC2CCC(C(=O)NCCCN3CCCC3=O)CC2)cc1 (configuration not stated)	3.9	13.9	3.4	-1.9	-1.4
8	CN(C)S(=O)(=O)N(CC(=O)Nc1ccc(F)c(F)c1)c1ccccc1	-9.0	-10.5	0.8	-3.0	1.3
9	NC(N)=NC(N)=Nc1cccc(Cl)c1	3.3	4.1	4.5	0.9	-5.4
10	COc1ccccc1CN(CC(=O)NCc1ccco1)C(=O)CNS(=O)(=O)c1ccccc1	0.5	-24.2	-3.1	-2.3	-4.4
11	N#Cc1ccc(N2CCOCC2)c([N+](=O)[O-])c1	2.6	-7.5	-0.5	-3.2	3.8
12	CC(C)C(=O)NC(c1cccs1)c1cc([N+](=O)[O-])c2cccnc2c1O (configuration not stated)	1.4	-26.0	2.1	2.3	-0.4

#	LANA DNA inh	MOR-DOR inv ag	cardiac RTF act	CAL-PDZ inh HTS	Keap1 Nrf2 FP
1	0.7	-5.5	19.0	2.2	-5.9
2	1.3	3.4	1.4	.	-5.1
3	0.6	4.0	-1.3	.	0.2
4	0.4	5.1	-4.9	-5.1	-3.0
5	-1.2	12.3	-1.2	-3.8	0.3
6	-1.8	13.5	-6.8	4.1	2.2
7	-0.9	9.6	0.7	.	-0.5
8	-0.1	16.1	-2.6	.	-0.7
9	-4.6	-5.0	-0.7	-2.4	-3.5
10	1.3	9.5	-4.5	.	-4.7
11	-1.6	16.7	-6.5	-4.1	-8.1
12	-1.7	-12.2	-10.5	.	-0.5

An excerpt of these results, bar-delimited:
entry | Molecule | RTF Ca sens inh | HTR5A inv ag | HTR5A ag | MOR-DOR ag | V-ATPase pHluor | LANA DNA inh | MOR-DOR inv ag | cardiac RTF act | CAL-PDZ inh HTS | Keap1 Nrf2 FP
11 | N#Cc1ccc(N2CCOCC2)c([N+](=O)[O-])c1 | 2.6 | -7.5 | -0.5 | -3.2 | 3.8 | -1.6 | 16.7 | -6.5 | -4.1 | -8.1
12 | CC(C)C(=O)NC(c1cccs1)c1cc([N+](=O)[O-])c2cccnc2c1O (configuration not stated) | 1.4 | -26.0 | 2.1 | 2.3 | -0.4 | -1.7 | -12.2 | -10.5 | . | -0.5

Returning to the listing with the two entries that preceded the break.
#	Structure	RTF Ca sens inh	HTR5A inv ag	HTR5A ag	MOR-DOR ag	V-ATPase pHluor
11	N#Cc1ccc(N2CCOCC2)c([N+](=O)[O-])c1	2.6	-7.5	-0.5	-3.2	3.8
12	CC(C)C(=O)NC(c1cccs1)c1cc([N+](=O)[O-])c2cccnc2c1O (configuration not stated)	1.4	-26.0	2.1	2.3	-0.4
13	Cc1ccc(OCC(O)CN2CCOCC2)c(C)c1 (configuration not stated)	-1.3	7.5	-2.2	-1.6	-1.2
14	Cc1ccccc1-n1ncc(C(C)NC(=O)c2ccccc2)c1C (configuration not stated)	-7.2	1.6	1.0	0.3	-2.0
15	Cc1cccc(CC(Cc2nc3ccccc3[nH]2)c2nc3ccccc3[nH]2)c1 (configuration not stated)	-5.7	12.0	-5.0	18.3*	-3.8
16	CCOC(=O)c1c(C)nc2c(c1-c1ccc(OC)cc1)C(=O)CC(C)(C)C2	0.0	-34.1	-3.3	-0.9	1.8
17	CCn1ncc(CN2CCCC(C(=O)c3cccc(OC(C)C)c3)C2)c1C (configuration not stated)	-8.7	-9.6	3.7	4.2	-1.3
18	Cc1ccc(C)c(NC(=O)CSc2nnc(CNC(=O)c3ccco3)n2C)c1	-7.0	-1.4	-3.9	-1.7	-0.2
19	Cc1cccc(N=C2NC(=O)CS2)c1C	-21.1	17.0	-7.3	1.0	-0.2
20	O=C(COC(=O)c1ccc(C(F)(F)F)cc1)NC(=O)NC1CCCC1	-4.3	8.5	6.0	1.5	-0.3
21	COc1cc(/C=N/NC(=O)c2ccc(N(C)S(=O)(=O)c3ccccc3)cc2)cc(OC)c1OC	7.3	6.3	-0.4	0.1	-2.2
22	Cc1nc2ccccc2n1S(=O)(=O)c1cc(C(=O)O)ccc1Cl	0.2	-4.3	1.1	-1.4	-3.1
23	O=C(CCCCCNc1nc(=S)[nH]c2ccccc12)NCCC1=CCCCC1	6.7	-4.5	1.6	-1.9	-0.6
24	CC(C)(C)OC(=O)NC(CCCCNC=O)C(=O)O (configuration not stated)	-8.0	9.4	0.9	-2.9	4.1

#	LANA DNA inh	MOR-DOR inv ag	cardiac RTF act	CAL-PDZ inh HTS	Keap1 Nrf2 FP
11	-1.6	16.7	-6.5	-4.1	-8.1
12	-1.7	-12.2	-10.5	.	-0.5
13	-2.1	8.0	0.5	3.2	0.3
14	0.7	-2.1	-2.1	-1.0	3.6
15	-1.3	-109.0	4.4	-0.6	-5.7
16	-0.2	5.3	-3.1	0.4	4.6
17	0.7	-26.2	-2.4	-2.1	5.6
18	-1.2	9.2	-6.5	-4.1	2.7
19	-4.5	-5.8	-0.3	-4.7	-2.5
20	1.9	-6.1	0.5	5.2	0.5
21	-0.7	-0.3	5.3	-3.2	1.5
22	0.6	7.2	-11.3	0.9	-0.2
23	-0.9	9.7	-3.0	3.0	-3.1
24	0.1	14.4	-5.0	.	1.5
